D3 ag = agonists of human D3 dopamine receptor; P35462; D3R DiscoveRx beta-arrestin cells, luminescence, 90 min; max activation, %; hit rate 0.58% among 410,000; AID 652048; in the data active means max activation above about 30%; further: 0% is about no effect; mostly tested at two doses, the higher about 12 µM
Target sequence (P35462 whole entry, looked up): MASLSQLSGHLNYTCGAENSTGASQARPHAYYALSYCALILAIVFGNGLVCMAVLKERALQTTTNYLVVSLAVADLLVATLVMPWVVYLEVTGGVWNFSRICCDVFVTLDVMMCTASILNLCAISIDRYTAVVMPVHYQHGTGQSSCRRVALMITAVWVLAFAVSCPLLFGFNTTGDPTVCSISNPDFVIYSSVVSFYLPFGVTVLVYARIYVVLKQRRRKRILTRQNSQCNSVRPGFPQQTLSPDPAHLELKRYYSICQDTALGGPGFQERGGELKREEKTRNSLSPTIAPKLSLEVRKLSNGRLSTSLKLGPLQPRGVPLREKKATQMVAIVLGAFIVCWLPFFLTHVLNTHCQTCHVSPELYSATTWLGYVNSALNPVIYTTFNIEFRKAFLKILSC
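Agonist mode: compounds and dopamine controls were applied to plated cells for 90 min at 37 degrees C after an overnight attachment at 1500 cells/well. Luminescent read-out followed 30 - 60 minutes at room temperature with DiscoveRx detection reagent.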
* hit, by the source's call; & = joins results of further samples.

SMILES | D3 ag
CCOc1ccc(NC(=O)c2ccc(F)c(S(=O)(=O)N(Cc3ccc(C(=O)OC)cc3)Cc3ccc(OC)c(OC)c3)c2)cc1 | 5.5
O=C(c1ccccc1Br)N1CCC(c2nc3ccccc3o2)CC1 | 7.6
COc1cc(C2CC(=O)Nc3cc4c(cc32)OCCO4)cc(Br)c1OC (stereo not given) | -5.8
COc1ccc2c(c1)c1c(c(=O)n(-c3ccc(C)cc3)c(=O)n1CC(=O)N1CCCC1)n2C | -12.5
Cc1cc(NC(=O)CSc2ncc(C(=O)Nc3ccc(Cl)cc3)c(=O)n2C)no1 | 20.0
CCOc1ccc(-c2nc(Cn3c(=O)cc(-c4ccccc4)c4c(C)nn(C)c43)c(C)o2)cc1 | 2.3
CC(C)NC(=O)CSc1cn(CC(=O)N2CCCCCC2)c2ccccc12 | -6.4
CCc1ccc(C(=O)c2c(N)c(-c3nc(-c4ccc5c(c4)OCO5)cs3)c3ccccn23)cc1 | 2.9
COc1ccccc1N1CCN(C(=O)c2cc(-c3ccc(C)c(F)c3)on2)CC1 | 20.8
O=C(CCCn1c(=O)c2cccn2c2ccccc21)NCCc1ccc(Cl)cc1 | 9.8

Next part; it opens with the 3 that closed the last part.
SMILES | D3 ag
CCc1ccc(C(=O)c2c(N)c(-c3nc(-c4ccc5c(c4)OCO5)cs3)c3ccccn23)cc1 | 2.9
COc1ccccc1N1CCN(C(=O)c2cc(-c3ccc(C)c(F)c3)on2)CC1 | 20.8
O=C(CCCn1c(=O)c2cccn2c2ccccc21)NCCc1ccc(Cl)cc1 | 9.8
O=C(CCCn1c(=O)c2cccn2c2cccnc21)NCc1ccccc1Br | -8.9
O=C(Nc1ccccc1)Nc1nnc(SCC(=O)N2CCCCC2)s1 | 2.7
Cc1cn2c(=O)cc(COC(=O)c3cccc(NC(=O)c4ccc(C(C)(C)C)cc4)c3)nc2s1 | 11.8
CCN(c1ccccc1C)S(=O)(=O)c1nnc(NC(=O)c2ccccc2C)s1 | -18.2
Cc1cccc(C)c1OCc1nc2c3cnn(-c4ccccc4Br)c3ncn2n1 | 8.9
CCCCN(CC)CCCNC(=O)c1ccc2c(c1)N(Cc1ccc(C)cc1)C(=O)c1ccccc1S2 | -29.7
Cc1ccc(-c2nc3cc(NC(=O)c4cc5ccccc5o4)ccc3o2)cc1 | 0.0
CC1CCN(C(=O)Cn2cc(SCc3cccc(F)c3)c3ccccc32)CC1 | -5.3
Cc1ccccc1C(=O)Nc1c(C)nc2ccccn2c1=O | -14.5
COc1cccc(CNC(=O)c2oc3c(c2C)-c2nn(Cc4cccc(Cl)c4)cc2CC3)c1 | 1.3
CCC(C)NC(=O)c1cc2cc(S(=O)(=O)N3CCCCC3)ccc2n1C (stereo not given) | 8.8
Cc1ccc(C)c(NC(=O)CSc2c3c(nc4ccc(Cl)cc24)CCCC3)c1 | 42.5*
Cc1cccc(NC(=O)c2oc3ccc(S(=O)(=O)N(C)C4CCCCC4)cc3c2C)c1C | 10.0
COc1ccc(Cc2nc3c4cnn(-c5cccc(F)c5)c4ncn3n2)cc1 | 3.2
CC(=O)N(CC(O)CN(C(C)=O)c1c(I)c(C(=O)NCC(O)CO)c(I)c(C(=O)NCC(O)CO)c1I)c1c(I)c(C(=O)NCC(O)CO)c(I)c(C(=O)NCC(O)CO)c1I (stereo not given) | -17.5
Cc1ccc(NC(=O)CSc2nc3ncccc3[nH]2)cc1F | -22.2
CCc1cccc(NC(=O)C(c2ccccc2)N2Cc3ccccc3C2=O)c1 (stereo not given) | -13.4
Cc1nn(-c2ccc(N3CCCC3)nn2)c(C)c1CCC(=O)N1CCN(c2ccccc2F)CC1 | 0.9
CCOC(=O)C1CCN(C(=O)c2nn(-c3ccc(OC)c(Cl)c3)c(=O)c3c2c2ccccc2n3C)CC1 | 4.9
COc1ccc(N2CC(NC(=O)C(=O)c3c(C)[nH]c4ccccc34)CC2=O)cc1 (stereo not given) | -11.2
Cc1c(C(=O)N(C)c2cccc(C(F)(F)F)c2)sc2nc3n(c(=O)c12)CCCCC3 | -12.2
O=C(NCCCN1CCN(c2ccccc2F)CC1)c1ccc2nc(CCc3ccccc3)oc2c1 | 8.5
Cc1ccc(NC(=O)CSc2nccn2C2CCCC2)cc1 | 10.7
Cn1c(=O)c2nc(SCC(=O)Nc3ccc(Cl)c(Cl)c3)n(C)c2n(C)c1=O | 5.6
COc1cccc(CNC(=O)c2oc3c(c2C)-c2nn(Cc4cccc(Cl)c4)cc2CC3)c1OC | -9.6
COC(=O)c1c(NC(=O)/C=C/c2ccc(OC)c(OC)c2)sc2c1CCC2 | 2.0
CCOc1ccc(CCNC(=O)CN2N=C(c3ccccc3)CCC2=O)cc1OCC | -4.9
Cn1c(/C(C#N)=C/c2ccc(C(F)(F)F)cc2)nc2ccccc21 | 8.5
CC(=O)c1cccc(NC(=O)CN2C(=O)CC(c3ccc(C)cc3C)=Nc3ccccc32)c1 | -8.8
NCCCC[C@H](NC(=O)[C@@H]1CCCN1C(=O)[C@@H]1CSSC[C@H](N)C(=O)N[C@@H](Cc2ccc(O)cc2)C(=O)N[C@@H](Cc2ccccc2)C(=O)N[C@@H](CCC(N)=O)C(=O)N[C@@H](CC(N)=O)C(=O)N1)C(=O)NCC(N)=O | -17.8&-27.8
O=C(c1ccccc1)N1c2nc(-c3ccco3)nn2C2(CCCCC2)[C@@H]2CCCC[C@@H]21 | 4.9
Cc1c(C(=O)NCc2ccc(N(C)C)cc2)oc2c1-c1nn(Cc3cccc(Cl)c3)cc1CC2 | -6.4
CCN(CC)CCCNC(=O)C1CCN(S(C)(=O)=O)CC1 | 0.9
CCCS(=O)(=O)NCCc1csc2nc(-c3ccc(OC)cc3)nn12 | -6.0
Cc1cccc(CNC(=O)CCn2c(=O)c3cccn3c3ccc(F)cc32)c1 | -25.5
Cn1cnc(S(=O)(=O)N2CCC(C(=O)N3CCN(c4cccc(C(F)(F)F)c4)CC3)CC2)c1 | -10.0
CCc1ccc(NC(=O)CC2C(=O)N(c3cccc(OC)c3)C(=O)N2Cc2ccco2)cc1 (stereo not given) | 5.0
CCc1cc2c(cc3c(=O)n(CC(=O)NC4CCCCC4)nc(CC)n32)s1 | 4.0
Cc1ccc2oc(=O)c(-c3nc(-c4cccs4)no3)cc2c1 | -4.8
O=C(NCc1ccc(Cl)cc1)c1cnc2sc(N3CCCCCC3)nn2c1=O | 5.4

5 compounds from above, sorted by count of non-hydrogen atoms, smallest number first.
SMILES | D3 ag
CCN(CC)CCCNC(=O)C1CCN(S(C)(=O)=O)CC1 | 0.9
CCc1cc2c(cc3c(=O)n(CC(=O)NC4CCCCC4)nc(CC)n32)s1 | 4.0
O=C(NCc1ccc(Cl)cc1)c1cnc2sc(N3CCCCCC3)nn2c1=O | 5.4
O=C(c1ccccc1)N1c2nc(-c3ccco3)nn2C2(CCCCC2)[C@@H]2CCCC[C@@H]21 | 4.9
CCc1ccc(NC(=O)CC2C(=O)N(c3cccc(OC)c3)C(=O)N2Cc2ccco2)cc1 (stereo not given) | 5.0

(listing goes on)
SMILES | D3 ag
CCC(C)NC(=O)c1c(C)oc2nc(C)nc(N3CCOCC3)c12 (stereo not given) | 0.6
CCOc1ccc(N(C)C(=O)C2CCN(S(=O)(=O)c3c(C)noc3/C=C/c3ccc(C)cc3)CC2)cc1 | -14.0
Cc1cc(F)ccc1NC(=O)C(c1ccccc1)N1Cc2ccccc2C1=O (stereo not given) | -17.4
CC(=O)c1ccc(NC(=O)CSc2nccn2C2CCCC2)cc1 | 7.2
Cc1ccc(C)c(Cn2c(=O)n(C(C)C)c(=O)c3oc4ccccc4c32)c1 | -10.8
Cc1noc(/C=C/c2ccco2)c1S(=O)(=O)N1CCC(C(=O)Nc2ccc(F)cc2F)CC1 | -7.5
Cc1cc(OCC(=O)N(Cc2sccc2C)C2CCS(=O)(=O)C2)ccc1Cl (stereo not given) | 8.7
COc1cc(Cl)c(C)cc1NC(=O)CC(c1ccc(F)cc1)N1Cc2ccccc2C1=O (stereo not given) | -17.7
COc1ccc(Cn2c(CNS(=O)(=O)c3ccc(Cl)s3)nc3cccnc32)cc1 | 0.2
COCCCNC(=O)CSc1nc2cc3c(cc2c(=O)n1CCCC(=O)NCc1ccc2c(c1)OCO2)OCO3 | 6.0
CCc1ccc(Nc2nn(-c3ccc(OC(F)(F)F)cc3)nc2C(C)=O)cc1 | 2.7
Cc1ccc2c(CN3CCN(C(=O)c4ccc(F)cc4)CC3)cc(=O)oc2c1 | -13.2
COc1ccc(C(=O)c2cn(CC(=O)Nc3ccc4c(c3)OCO4)c3ccc(OC)cc3c2=O)cc1 | 3.9
CSc1ccc(CCNC(=O)CCn2c(=O)c3cccn3c3ccc(F)cc32)cc1 | 1.5
COc1ccc2c(C)cc(SCC(=O)Nc3nsc(-c4ccccc4C)n3)nc2c1 | -5.5
COC(=O)c1ccc(NC(=O)CN(CCc2ccccc2)S(=O)(=O)c2ccc(OC)cc2)cc1 | -22.4
CCCOc1ccc(NC(=O)CC2C(=O)N(c3ccccc3)C(=O)N2Cc2ccc(F)cc2)cc1 (stereo not given) | -5.8
O=C(Nc1ccc(Cl)cc1Cl)c1cc(S(=O)(=O)NCc2ccc3c(c2)OCO3)ccc1F | 0.4
Cc1cccc(NC(=O)Cn2nnc(-c3nc(-c4ccncc4)no3)c2N)c1 | 4.2
CCOC(=O)c1ccc(NC(=O)CCCn2c(=O)c3cccn3c3ccccc32)cc1 | 6.1
Cc1ccc(-c2cc(C(=O)O)n(Cc3ccccc3)n2)cc1 | 6.1
COc1ccc(NC(=O)N2CCc3c(sc4c3CCCC4)C2c2ccccc2OC)cc1 (stereo not given) | -16.7
CCOC(=O)c1cc(C)n(CC2CCC(C(=O)Nc3cccc(C)c3)CC2)c1C (stereo not given) | 0.7
CN(C)c1ccc(CNC(=O)c2cc3cc(S(=O)(=O)N4CCCCC4)ccc3n2C)cc1 | -9.4
COc1ccc(Cl)cc1NC(=O)CSc1nnc2[nH]c(=O)cc(C)n12 | -22.4
CCn1c(CN2CCC(C)CC2)nc2cc(NC(=O)c3ccccc3[N+](=O)[O-])ccc21 | 1.1
COc1cc(NC(=O)CCc2c(C)nn(-c3ccc4nnc(C)n4n3)c2C)cc(OC)c1OC | -4.0
CCn1cc(CCC(=O)NCc2ccc(C)cc2)c2ccccc21 | -17.5
CCOC(=O)c1ccccc1NC(=O)CCOc1ccccc1 | -4.5
COc1ccc(-n2cc(-c3ccccc3)c3c(NC4CCCCC4)ncnc32)cc1 | 4.8
CCCOc1ccc(C2C(=O)N(C3CCCCCC3)CC(=O)N2CCC2=CCCCC2)cc1OC (stereo not given) | -6.7
Cc1cccc(CSc2nc3c(sc4ccccc43)c(=O)n2CCC(=O)NC(C)C)c1 | -16.7
Cc1cccc(C)c1OCc1nc2c3cnn(-c4ccccc4F)c3ncn2n1 | -2.0
COC(=O)c1cc2oc(C)cc2n1Cc1ccc(Cl)cc1 | 0.7
Cc1cc(C)c(Cn2c(=O)n(CCCCCC(=O)NCc3ccc4c(c3)OCO4)c(=O)c3sccc32)c(C)c1 | 3.2
C[C@]12CC[C@@H]3c4ccc(O)cc4CC[C@H]3[C@@H]1CC[C@@H]2OP(=O)(O)O | -0.1
Cc1ccccc1CNC(=O)Cn1cc2c(n1)-c1c(oc(C(=O)N3CCCC3)c1C)CC2 | -4.3
COc1ccccc1CNC(=O)c1cnn2c(C)c(Cc3ccc(F)cc3)c(C)nc12 | -21.6
Cc1ccc(C(=O)NC2=NC(c3ccc(C)cc3)CC(=O)N2)cc1 (stereo not given) | -11.8
CCc1cc2c(cc3c(=O)n(CC(=O)N4CCN(c5cc(Cl)ccc5C)CC4)nc(CC)n32)s1 | 9.1
CCc1nn2c(=O)cc(COC(=O)c3ccccc3NC(=O)COc3ccc(C)c(C)c3)nc2s1 | 3.2
Cc1cc(=O)[nH]c2nnc(SCc3ccc(Cl)cc3)n12 | -16.2
CCc1cnc2c(c1SCC(=O)NCc1ccc(F)cc1)c(=O)n(C)c(=O)n2C | 3.3
N=c1n(CCN2CCCCC2)c2ccccc2n1CC(O)COc1ccc(Cl)cc1Cl (stereo not given) | -18.1
COc1ccc(Nc2nc(Nc3ccc(OC)cc3OC)nc(N3CCOCC3)n2)c(OC)c1 | 40.4*
CC(=O)NC1CC(=O)N(c2ccc3c(c2)OCCO3)C1 (stereo not given) | -7.5
CCCCN(C)C(=O)c1ccc2c(c1)N(Cc1ccc(F)cc1)C(=O)c1ccccc1S2(=O)=O | -10.2
CC(C)(C)c1ccc(OCC(=O)NCC2(N3CCOCC3)CCCCC2)cc1 | -13.0
Cn1nnnc1SCCCNCc1ccccc1OCc1ccc(Cl)cc1 | -22.4
CC(C)c1ccc(NC(=O)CCn2c(=O)c3cccn3c3ccccc32)cc1 | -2.3

(continued)
SMILES | D3 ag
Cc1ccc(-c2noc(CNS(=O)(=O)c3ccc(F)cc3)n2)cc1 | -8.8
CCCSc1nnc2c(n1)OC(c1ccc(OCC(=O)O)cc1)Nc1ccccc1-2 (stereo not given) | -12.4
Cc1nc(CC(=O)Nc2ccc(C)c(C)c2)cs1 | 3.5
CCC(C)n1c(SCc2ccc(C(C)(C)C)cc2)nc2ccsc2c1=O (stereo not given) | -3.5
O=C(CSc1cn(CC(=O)N2CCCCC2)c2ccccc12)NCc1ccccc1Cl | 6.6
Cc1ccc(CN(Cc2ccco2)C(=O)COc2ccc(Cl)cc2)o1 | 7.2
O=C(Cn1ncc2c3ccccc3n(Cc3cccc(Cl)c3)c2c1=O)NCCCc1ccccc1 | -8.3
COc1cccc(C2CC(=O)Nc3cc4c(cc32)OCCO4)c1OC (stereo not given) | -7.7
O=C(c1ccc(Cl)cc1)n1nc(-c2ccccc2)nc1NCc1ccco1 | -14.7
CCOc1ccccc1NC(=O)Cn1c(=O)n(-c2ccc(C)c(C)c2)c(=O)c2oc3ccccc3c21 | 5.7
Cn1nc(C(=O)NCc2ccccc2)c2c1-c1ccccc1SC2 | 6.4
COc1ccc(-c2nnc(SCC(=O)Nc3ccc(C(C)=O)cc3)nc2-c2ccc(OC)cc2)cc1 | -10.8
O=C(CCn1c(=O)c2cccn2c2cccnc21)NCc1ccc(F)cc1 | -2.8

From PubChem

These rows are one share of the data (hit frequency here may not be typical).
